# CHT block: inhibitors of human choline transporter CHT; High affinity choline transporter 1 (Homo sapiens), Q9GZV3; CHT-expressing cells, membrane potential dye, choline response; stronger effect = lower value; B-score at 10 µM; 0.86% of 310,000 active; AID 488975, 2010;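 active means B-score over 3 SD under the library average, and starting fluorescence ratio not unusually high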;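 further: choline stimulus applied at its EC90 after an EC20 pre-addition; B-score computed on integrated fluorescence ratio after choline addition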
# KCNQ2 inh: KCNQ2 potassium channel inhibitors, primary screen, cell-based, CHO-K1, FluxOR thallium flux, B-score (AID 2156) | 1.1% of 310,000 active | 20 min; stronger effect = lower value | Potassium voltage-gated channel subfamily KQT member 2 (Rattus norvegicus), O88943 | B-score at 10 µM;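 active means fluorescence ratio B-score at most minus 3 library SDs, with starting brightness B-score within 2 library SDs, cut at about -5.5 in these data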
# Target sequence (O88943 whole entry, looked up): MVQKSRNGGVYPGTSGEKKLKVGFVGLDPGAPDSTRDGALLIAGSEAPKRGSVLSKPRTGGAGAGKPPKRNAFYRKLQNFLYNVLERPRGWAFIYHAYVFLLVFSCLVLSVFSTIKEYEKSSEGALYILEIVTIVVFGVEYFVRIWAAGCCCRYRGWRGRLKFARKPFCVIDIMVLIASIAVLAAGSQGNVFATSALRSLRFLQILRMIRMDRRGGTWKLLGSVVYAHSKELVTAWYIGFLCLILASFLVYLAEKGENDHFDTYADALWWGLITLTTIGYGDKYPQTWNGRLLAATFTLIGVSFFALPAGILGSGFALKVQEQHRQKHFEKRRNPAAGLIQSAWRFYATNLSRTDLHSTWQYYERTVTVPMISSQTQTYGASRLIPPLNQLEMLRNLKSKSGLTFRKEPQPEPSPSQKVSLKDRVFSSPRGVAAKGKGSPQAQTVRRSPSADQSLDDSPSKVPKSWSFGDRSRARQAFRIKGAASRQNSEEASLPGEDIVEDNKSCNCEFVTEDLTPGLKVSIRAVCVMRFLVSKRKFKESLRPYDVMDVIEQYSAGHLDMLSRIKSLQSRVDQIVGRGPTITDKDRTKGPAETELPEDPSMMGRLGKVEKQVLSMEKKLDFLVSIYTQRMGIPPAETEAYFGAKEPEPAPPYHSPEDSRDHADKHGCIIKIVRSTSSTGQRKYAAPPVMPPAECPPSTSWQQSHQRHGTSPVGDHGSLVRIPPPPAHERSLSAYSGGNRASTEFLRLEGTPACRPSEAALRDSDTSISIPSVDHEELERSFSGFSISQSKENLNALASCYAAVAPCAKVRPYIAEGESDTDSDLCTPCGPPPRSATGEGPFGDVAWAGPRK
# The depositor's hits bear a star; i = inactive; x = not tested or not shown.
SMILES,CHT block,KCNQ2 inh
O=C(Cc1ccccc1)Nc1ccccc1C(=O)Nc1ccccc1,i,i
CN(C)S(=O)(=O)c1ccc(C(=O)N2CC(=O)Nc3ccc(F)cc3C2c2ccc(F)cc2)cc1 (stereo not given),i,i
CC(Oc1ccccc1C(N)=O)C(=O)Nc1ccc(S(=O)(=O)N2CCCC2)cc1 (stereo not given),i,i
O=C(CN(Cc1ccccc1Cl)C(=O)CNS(=O)(=O)c1ccc(F)cc1)NCC1CCCO1 (stereo not given),i,i
COc1ccc(S(=O)(=O)NCC2CCCO2)cc1NC(=O)c1ccccc1F (stereo not given),i,i
CC(=O)OC1CCC2(C)C(CCC3C2CC(OC(C)=O)C2(C)C3C[C@@H]3O[C@]4(CC[C@@H](C)CO4)[C@@H](C)C32)C1 (stereo not given in full),i,i
O=C(CCN1CCN(C(=O)c2ccco2)CC1)Nc1ccc(F)cc1,i,i
Cc1nnc(NC(=O)C2CCCN(S(=O)(=O)Cc3ccccc3)C2)s1 (stereo not given),i,i
Cc1nc2oc3c(NCc4ccccc4)ncnc3c2c2c1COC(C)(C)C2,i,i
O=C(O)Cc1sc(Nc2ccccc2)nc1-c1cccs1,i,i
COC(=O)c1cc(OC)c(OC)cc1NC(=O)CCc1ccc(C)o1,i,i
O=C(CN1CCN(Cc2ccccc2)CC1)N/N=C/c1c[nH]c2ccccc12,i,i

# Among those listed so far, these have two or more sulfur atoms:
SMILES,CHT block,KCNQ2 inh
Cc1nnc(NC(=O)C2CCCN(S(=O)(=O)Cc3ccccc3)C2)s1 (stereo not given),i,i
O=C(O)Cc1sc(Nc2ccccc2)nc1-c1cccs1,i,i

# Other results.
SMILES,CHT block,KCNQ2 inh
CCN(CC)S(=O)(=O)c1ccc(N2CCOCC2)c(NC(=O)c2cc(C)cc(C)c2)c1,i,-6.2*
CCOC(=O)N1CCN(c2ccncc2S(=O)(=O)N2CCCCC2)CC1,i,i
CC(=O)N1c2ccc(S(=O)(=O)N3CCCCC3)cc2CC1C(=O)NCc1ccccc1C (stereo not given),i,i
Cc1ccc(N(C)S(=O)(=O)c2ccc(-c3cnc(C4CC4)o3)cc2)cc1,i,-9.5*
CCc1csc(CCNC(=O)C2CCC(=O)N(Cc3cccc(C(F)(F)F)c3)C2)n1 (stereo not given),i,i
Cc1ccc2oc(C(=O)NCc3ccccc3)cc(=O)c2c1,i,i
C=CCN1C(=O)c2ccc(C(=O)N(C)CC(=O)Nc3ccc(Br)cc3C)cc2C1=O,i,i
CC1=CC2=NC(=O)CC(C)(C(=O)N(CC(=O)NC3CCCC3)c3ccccc3C)N2C=C1 (stereo not given),i,i
COc1ccc(S(=O)(=O)N2CCC(NC(=O)OCc3c(Cl)cccc3Cl)CC2)cc1,i,i
CCn1cc(/C=N/NC(=O)c2ccc(C#N)cc2F)c2ccccc21,i,i
CC(NC(=O)c1noc2c1CCCC2)c1ccccc1 (stereo not given),i,i
O=C(O)CCC(=O)c1cccc2ccccc12,i,i
O=C(Nc1cccnc1Cl)c1cccnc1Cl,i,i
CCC(CCC(=O)Nc1cccc(C(=O)O)c1)C(=O)O (stereo not given),i,i
COc1ccccc1/C=N/NC(=O)c1ccc(-c2ccccc2)cc1,i,i
CCN(CC)c1c([N+](=O)[O-])c(=O)n(C)c2ccccc12,i,i
CCOC(=O)c1c(N)c(C#N)nn1-c1ccccc1C(=O)OC,x,i
Nc1cc(-c2ccccc2)nn1Cc1ccc(Cl)cc1,i,i
Cc1cc(Oc2ccccc2)nc(-c2ccccc2O)n1,i,i
CC1CCCN(C(=O)CN(C)S(=O)(=O)c2cccc3nsnc23)C1 (stereo not given),i,i
CC(NC(=O)c1ccc(Br)s1)C1CCCO1 (stereo not given),i,i
CC(CN1CCOCC1)OC(=O)/C=C/c1ccccc1 (stereo not given),i,i
N#CCCN(Cc1ccccc1)C(=O)c1nccnc1C(=O)O,i,i
CCCc1nc(SCc2cccnc2)c2c(=O)n(C)c(=O)n(C)c2n1,i,i
CC(C)C(OC(=O)c1ccc(Cl)nc1)C(=O)NC1CCCCC1 (stereo not given),i,i
N/C(=N\OS(=O)(=O)c1ccccc1)c1cccnc1,i,x
C=CCNCCOCCOc1ccc(C)cc1Br,i,i
O=C(COC(=O)CNS(=O)(=O)/C=C/c1ccccc1)Nc1cccc2ccccc12,i,i
CCOc1ccc(OCC)c(S(=O)(=O)N2CCCCC2)c1,i,i
COc1ccc(OC)c(NC(=O)Cn2c(C)nc3ccccc3c2=O)c1,i,i
O=C(NCC(c1cccs1)N1CCOCC1)c1cc(S(=O)(=O)N2CCOCC2)ccc1F (stereo not given),i,i
CC1CCN(CC(=O)Nc2cc(C(F)(F)F)ccc2Cl)CC1,i,x
Cn1c(=O)c2c(nc3n2CC(CO)O3)n(C)c1=O (stereo not given),i,i
Cc1nc(C#N)c(N/N=C/c2cccc(Cl)c2)o1,i,i
O=[N+]([O-])c1ccc(S(=O)(=O)Nc2ccc(-c3ccc(N4CCOCC4)nn3)cc2)cc1,i,i
COc1cccc(NC(=O)C2COc3ccccc3O2)c1 (stereo not given),i,i
Cc1ccc(NC(=O)/C(C#N)=C/c2cn(CC(=O)NCc3ccco3)c3ccccc23)cc1C,i,i
CC(=O)Oc1ccc(N(C(C)=O)S(=O)(=O)c2ccc3ccccc3c2)cc1,i,i
CCCc1c(C(=O)Nc2ccc(F)cc2C)cnn1-c1ccccc1,i,i
CCN1CCN(C(=O)CCc2nnc(CCCCc3ccccc3)o2)[C@@H](C)C1=O,i,i
CCOc1cc(/C=N/NC(=O)c2cccs2)cc([N+](=O)[O-])c1O,x,i
O=C(c1ccc(COc2ccccc2Cl)o1)N1CCCC1,i,i
COc1ccc(CCNS(=O)(=O)c2ccc(Br)cc2)cc1OC,i,i
CCOc1ccc(N(CC(=O)Nc2cc(Cl)ccc2C)S(C)(=O)=O)cc1,i,i
CCc1nc(SCC(=O)N2CCCCCC2)c2c(=O)n(C)c(=O)n(C)c2n1,i,i
Cc1ccc(S(=O)(=O)CCSc2ccc(C(F)(F)F)cn2)cc1,i,i
Cc1ccc(NC(=O)CN(C)C(=O)c2cc(-c3ccco3)nc3ccccc23)cc1,i,i
CCc1cc2cc(C)cc(C)c2nc1SCC(=O)N1CCCC1,i,x
COc1ccc2cc(CCNC(=O)c3ccc(S(=O)(=O)N4CCCC4)cc3)c(=O)[nH]c2c1,i,i
Cc1ccc(NC(=O)C2CC=CCC2C(=O)N2CCCCC2)cc1 (stereo not given),i,i
O=C(Cn1cnc2ccccc2c1=O)N1CCN(c2ccccc2)CC1,i,i
CCOC(=O)c1cc(CNC(=O)c2c(C)oc3c2CCCC3)c(C)o1,i,i
CC1CN(Cc2nc3c(c(=O)n(C)c(=O)n3C)n2CC(=O)c2ccccc2)CC(C)O1 (stereo not given),i,i
CCN(C(=O)CSC1=Nc2ccccc2C2CC=NN12)C1CCS(=O)(=O)C1 (stereo not given),i,i
COc1ccccc1NC(=O)c1nn(-c2ccc(F)c(F)c2)ccc1=O,i,i
Cc1nnc(NC(=O)CSc2ccc(-c3cccnc3)nn2)s1,i,i
N#CC1=C(N)Oc2cc(N)ccc2C1c1ccc(Cl)cc1 (stereo not given),i,i
CCc1ccc(NC(=O)C(C)Nc2ccc(S(=O)(=O)NC(C)=O)cc2)cc1 (stereo not given),i,i
CC[C@@]1(c2cccc(C)c2)C(=O)N(C(=O)OC)N1C(=O)OC,i,i
Cc1c(C)c2ccc(OCC(=O)NCCCN3CCCC3=O)cc2oc1=O,i,i

# (list continues)
SMILES,CHT block,KCNQ2 inh
CC(C)CCn1cnc2c1c(=O)n(CC(=O)NC(N)=O)c(=O)n2Cc1ccccc1,i,i
COC(=O)c1ccc(-c2nc(O)c3cnccn23)cc1,i,i
Cc1c(Cl)cccc1NC(=S)NCCc1ccc(F)cc1,i,i
COc1cccc(/C=N/N2CCN(c3ccc(Cl)cc3)CC2)c1OC,i,i
CCOc1ncccc1-c1nc(-c2cccs2)no1,i,i
CCOC(=O)N1CCN(C(=O)C2CC(c3cc(OC)ccc3OC)=NO2)CC1 (stereo not given),i,i
O=C(O)c1ccc(CNCc2cccc(OCc3ccc(F)cc3)c2)cc1,i,i
O=C(CN(Cc1ccc2c(c1)OCO2)C(=O)CSc1nc2ccccc2o1)NC1CCCCC1,i,i
COCCCn1c(Cc2csc(Nc3ccc(F)cc3)n2)nnc1SCC(N)=O,i,i
COc1ccc(C(=O)C[n+]2ccccc2/C=N/O)cc1,i,i
Cc1cc(C)c(S(=O)(=O)N2CCCCC2C(=O)O)c(C)c1 (stereo not given),i,i
O=C(CCc1c[nH]c2ccccc12)OCc1ccc(Br)cc1,i,i

# Printed as active in KCNQ2 inh, among the entries above:
SMILES,CHT block,KCNQ2 inh
CCN(CC)S(=O)(=O)c1ccc(N2CCOCC2)c(NC(=O)c2cc(C)cc(C)c2)c1,i,-6.2*
Cc1ccc(N(C)S(=O)(=O)c2ccc(-c3cnc(C4CC4)o3)cc2)cc1,i,-9.5*

# By substructure, the compounds so far with an NH in an aromatic ring.
SMILES,CHT block,KCNQ2 inh
O=C(CN1CCN(Cc2ccccc2)CC1)N/N=C/c1c[nH]c2ccccc12,i,i
COc1ccc2cc(CCNC(=O)c3ccc(S(=O)(=O)N4CCCC4)cc3)c(=O)[nH]c2c1,i,i
O=C(CCc1c[nH]c2ccccc12)OCc1ccc(Br)cc1,i,i

# Remaining list, next part
SMILES,CHT block,KCNQ2 inh
Cc1cc(=O)oc2cc(OC(C)C(=O)NCC3CCCO3)ccc12 (stereo not given),i,i
COc1ccc(NS(=O)(=O)c2cccc(C(=O)N/N=C/c3cn(-c4ccccc4)nc3-c3ccccc3)c2)cc1,i,i
O=C(NCc1ccccc1)C(=O)NCC1OCCN1S(=O)(=O)c1cccs1 (stereo not given),i,i
BrC(/C=N/Nc1nc(N2CCOCC2)nc(N2CCOCC2)n1)=C/c1ccccc1,i,i
CCOc1ncccc1C(=O)OCC(=O)Nc1ccc(C)c(S(=O)(=O)N2CCOCC2)c1,i,i
CCCCC[C@H](O)/C=C/[C@@H]1[C@@H](CCCCCCC(=O)O)[C@@H](O)C[C@H]1O,i,i
CCNc1ccc(Br)cc(C(=O)/C=C/c2ccc(Cl)cc2)c1=O,i,i
Cc1ccc2[nH]c(=O)c(CN(CCCN(C)C)C(=O)Nc3cccc(Cl)c3)cc2c1,i,i
COc1ccc(C(=O)COc2ccccc2N2C(=O)C3C4C=CC(C4)C3C2=O)cc1 (stereo not given),i,i
CCOC(=O)c1ccc(NC(=O)NC2CC3CCC(C2)N3Cc2nnnn2C(C)(C)C)cc1 (stereo not given),i,i
CC(C)(C)c1ccc(C(=O)NC(=S)N2CCCCCC2)cc1,i,i
N#C/C(=C\c1ccc(N2CCCC2)c([N+](=O)[O-])c1)c1nc2ccccc2[nH]1,i,i
COc1ccc(C(=O)Nc2ccc(N3CCCCC3)cc2)cc1Br,i,i
COc1cc(OC)cc(C(=O)N[C@H](C(=O)Nc2nc3ccccc3[nH]2)C(C)C)c1,x,i
COc1ccc(C)cc1NC(=O)c1cccc(-c2ccc(OC(C)=O)cc2)c1,i,i
COc1ccc(C2CC(=O)C(C=NCC(C)C)=C(O)C2)cc1 (stereo not given),i,i
OC(CNCc1ccccc1)COc1ccccc1 (stereo not given),i,i
O=C(c1ccc(S(=O)(=O)NCC2CCCO2)cc1)N1CCN(c2ccccc2)CC1 (stereo not given),i,i
Cc1c(Br)c([N+](=O)[O-])nn1CC(=O)NCc1cccs1,i,i
CCOc1ccc(-c2nnc3ccc(SCC(=O)Nc4nc5ccccc5s4)nn23)cc1,i,i
CCOc1ccccc1N1CCN(C(=O)c2c(C)noc2C)CC1,i,i
COc1ccc(-c2ccc(C(C)=O)cc2)cc1[C@H]1[C@H]2C=CC[C@@H](C)[C@@H]2C(=O)N1Cc1ccccc1,i,i
COc1ccc(/C=N/NC(=O)c2nc(Cl)c(Cl)c(N)c2Cl)cc1COc1ccccc1F,i,i
Clc1ccc(SCc2cc(-c3ccc(Cl)cc3)on2)cc1,i,-7.5*

# Profiles as entered above:
# Entry for `CCOc1ccc(-c2nnc3ccc(SCC(=O)Nc4nc5ccccc5s4)nn23)cc1` : CHT block = i; KCNQ2 inh = i
# Entry for `CCOc1ccccc1N1CCN(C(=O)c2c(C)noc2C)CC1` : CHT block = i; KCNQ2 inh = i
# Entry for `COc1ccc(-c2ccc(C(C)=O)cc2)cc1[C@H]1[C@H]2C=CC[C@@H](C)[C@@H]2C(=O)N1Cc1ccccc1` : CHT block = i; KCNQ2 inh = i

# The results go on:
SMILES,CHT block,KCNQ2 inh
CC(=O)c1ccc(N/N=C2/CCCNC2=O)cc1,i,i
Clc1ccccc1-c1nc(-c2cccnc2)no1,i,i
Cc1ccc(-c2[nH]ncc2/C=C(\C#N)C(=O)NC2CCCCC2)cc1,i,i
Cn1c(CCN2CCCCC2)nc2cc(NC(=O)COc3ccccc3)ccc21,i,i
CN(C)S(=O)(=O)N1CCC(Oc2cccc(C(=O)NC3CCCCC3)c2)CC1,i,i
c1ccc(CN2CCN(Cc3c[nH]c4ccccc34)CC2)cc1,i,i
O=C(CCS(=O)(=O)c1ccccc1)Nc1ccc(S(=O)(=O)Nc2ncccn2)cc1,i,i
COc1ccc(N2CCN(C(=O)c3ccc4c(=O)n(CC5CCCO5)c(=O)[nH]c4c3)CC2)cc1 (stereo not given),i,i
O=C(NC(=S)N1CCN(c2ccccn2)CC1)c1ccco1,i,i
Cc1ccc(S(=O)(=O)NC(=O)Nc2cccc([N+](=O)[O-])c2)cc1,i,i
Cc1ccc(C2=NN(C(=O)CNCCO)C(c3cccs3)C2)cc1 (stereo not given),i,i
CCC(CCC(=O)Nc1ccc(S(N)(=O)=O)cc1)C(=O)O (stereo not given),i,i
Cn1c(NC(=O)c2ccccc2)c(-c2cccs2)c(=O)c2ccccc21,i,i

# Assay outcomes from PubChem BioAssay.
